PolyA inh: yeast polyadenylation inhibition; S. cerevisiae SKY197-pL101 polyadenylation reporter, beta-gal luminescence; efflux-impaired pdr1/pdr3 knockout yeast; score 100 = 6 SD above DMSO; calls only at 12 µM; 300,000 tested, 0.02% active;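 active means lowest replicate activity score at least 50, where 100 means six control SD above control mean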;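 further: yeast exposed to compound for 9 h at 30 °C; higher score means more reporter readthrough which indicates perturbed polyadenylation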
KLF5 inhibitor: kruppel-like factor 5 inhibition; 290,000 tested, 0.23% active; DLD-1 KLF5 promoter-luciferase reporter, luminescence; inhibition, % at 5 µM; AID 1700;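 active means inhibition above a per-plate limit of that plate's mean compound inhibition plus 3 SD, cut at about 60% in these data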;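 further: 0% = DMSO wells and 100% = LY294002 at 200 µM; higher means less KLF5 promoter-driven luciferase light; inactives centre near -14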
AI-2 QS modul: modulates the Vibrio harveyi AI-2 quorum sensing system. Vibrio harveyi JMH597 AI-2 luminescence/OD600 ratio, 9 h; stronger effect = lower value; strain lacks LuxN and CqsS sensors; 0 = neutral-control median. activity change, % at 7.5 µM. 300,000 tested, 0.4% active. AID 2094; in the data active means activity change below about -75%, passing the limit was not always enough;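 further: luminescence divided by OD600 gain over 9 h not by final OD600 alone; inactives centre near 13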
HSP90 inh: HSP90 refolding inhibition in rabbit reticulocyte lysate; luciferase refolding luminescence, 3 h; inhibition, % at 5.6 µM; AID 1789; 290,000 tested, 0.91% active;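 active means inhibition above the screen-wide mean plus 3 SD, computed separately per campaign, cut at about 16% in these data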;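 further: 0% = DMSO wells and 100% = 60 µM geldanamycin wells; inhibitors lower the luminescence because luciferase stays unfolded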
GSK3A inh: blocks human GSK-3 alpha kinase; ADP-Glo luminescence, 60 min; inhibition, % at 10 µM; 320,000 tested, 0.1% active; AID 2650;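 in the data active means inhibition above about 50%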;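 further: GST-tagged GSK-3 alpha with peptide substrate and 25 µM ATP; 0% = DMSO neutral wells and 100% = GW8510 positive control wells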
Target sequence (P49840 whole entry, looked up): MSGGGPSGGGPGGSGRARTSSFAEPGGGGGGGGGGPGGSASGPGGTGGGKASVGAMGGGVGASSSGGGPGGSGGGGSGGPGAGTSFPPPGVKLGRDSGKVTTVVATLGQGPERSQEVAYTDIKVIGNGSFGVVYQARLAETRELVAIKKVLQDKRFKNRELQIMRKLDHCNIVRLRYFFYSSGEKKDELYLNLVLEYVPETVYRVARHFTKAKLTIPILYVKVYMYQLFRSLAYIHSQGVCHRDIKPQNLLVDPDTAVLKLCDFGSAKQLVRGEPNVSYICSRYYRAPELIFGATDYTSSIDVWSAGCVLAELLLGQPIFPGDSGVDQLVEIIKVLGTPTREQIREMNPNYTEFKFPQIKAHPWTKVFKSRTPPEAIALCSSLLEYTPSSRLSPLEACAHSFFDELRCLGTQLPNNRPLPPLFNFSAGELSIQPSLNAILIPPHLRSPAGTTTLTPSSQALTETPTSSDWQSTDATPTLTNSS
IEC-6 tox: IEC-6 cytotoxicity, counter-screen for KLF5 inhibitors. luminescence viability. inhibition, % at 5 µM. 290,000 tested, 0.78% active. AID 1825; in the data active means inhibition above about 22%;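 further: 0% = plate median of test compound wells and 100% = cytotoxic reference compound wells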
aSyn UTR inh: 5' untranslated region of α-synuclein, MLPCN primary screen; alpha-synuclein 5'UTR reporter, inhibitor activity; inhibition, % (tested at 7.5 µM); 300,000 tested, 0.82% active; AID 1813; in the data active means inhibition above about 60%;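 further: H4 neuroglioblastoma cells stably carrying SNCA 5'UTR luciferase fusion; 0% = DMSO wells and 100% = positive control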
HSF1 inhib: HSF1 inhibition; AID 2098; activity change, negative = inhibition, % at 7.5 µM (by protocol); NIH3T3-HGL HSE-luciferase, MG132-induced, luminescence 8 h; stronger effect = lower value; 300,000 tested, 0.77% active;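 active means more than half of replicate wells show activity change below -50%, luminescence cut by over half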;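 further: luciferase reports HSF-1 transcriptional activity via heat shock element; 0% = median of DMSO wells and -100% = zero luminescence signal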
GSK3B inh: inhibitors of human GSK3beta kinase; P49841; GST-GSK3beta kinase, ADP-Glo luminescence, 60 min; stronger effect = lower value; activity score (negative = inhibition), % at 10 µM; 300,000 tested, 0.038% active;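 active means more than half of replicate wells score below -50%, meaning over 50% inhibition versus plate controls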;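 further: 0% = median DMSO wells and -100% = median GW8510 positive control wells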
Target sequence (P49841 whole entry, looked up): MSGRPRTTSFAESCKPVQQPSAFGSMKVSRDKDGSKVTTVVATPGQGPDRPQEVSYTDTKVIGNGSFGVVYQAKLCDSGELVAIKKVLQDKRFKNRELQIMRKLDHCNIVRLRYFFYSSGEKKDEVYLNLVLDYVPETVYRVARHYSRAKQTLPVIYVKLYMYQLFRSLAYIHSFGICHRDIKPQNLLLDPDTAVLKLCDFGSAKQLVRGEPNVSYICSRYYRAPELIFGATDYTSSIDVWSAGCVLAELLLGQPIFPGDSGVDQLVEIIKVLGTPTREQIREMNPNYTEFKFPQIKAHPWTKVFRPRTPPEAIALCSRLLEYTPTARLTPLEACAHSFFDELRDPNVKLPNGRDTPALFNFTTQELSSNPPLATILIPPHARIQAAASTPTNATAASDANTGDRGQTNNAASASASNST
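Assay system: GST-tagged human GSK3beta kinase, cell-free; Input: 1.6 ng GSK3beta; Medium: Tris/MgCl2 kinase buffer; Timing: 60 min enzyme reaction, room temperature; Signal: ADP-Glo luminescence quantifying ADP generated by kinase; Evaluation: score relative to plate controls; Benchmarks: DMSO neutral wells and GW8510 at 20 µM as positive.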
HSF-1 act: increases HSF-1 driven luciferase reporter signal; 300,000 tested, 1.7% active; activation, % at 9 µM; AID 504408; NIH3T3-HGL HSF-1 luciferase reporter, MG132, 8 h; 100% = twice DMSO control signal;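 active means mean replicate activation of at least 50% with a set share of replicates each reaching 50%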;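 further: 0% = median of the neutral control wells and 100% = twice that signal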
* hit, by the source's call; i = inactive; x = not tested or not shown. A portion of the library; rates above refer to the full screens.

The first 14 entries, to show the layout:
SMILES	PolyA inh	KLF5 inhibitor	AI-2 QS modul	HSP90 inh	GSK3A inh	IEC-6 tox	aSyn UTR inh	HSF1 inhib	GSK3B inh	HSF-1 act
COC(C[C@H]1O[C@@H]1C(=O)[C@H](C)OCc1ccccc1)OC	i	x	23	x	-22	x	-22	2	0	-8
O=C(CSc1ncccn1)NC1CCCc2ccccc21 (stereo unspecified)	i	-15	24	-2	2	-2	-8	-1	3	-5
CCCC(=Nc1ccccc1OC)C1=C(O)CC(c2ccccc2)CC1=O (stereo unspecified)	i	1	5	4	-2	10	18	1	0	3
Cc1cccc(CC(=O)Nc2ccc(C(=O)N3CCCCC3)cc2)c1	i	-21	10	-3	-5	3	-21	-3	2	2
COc1ccc(Cl)cc1NC(=O)c1[nH]nc(OC)c1[N+](=O)[O-]	i	9	26	-1	10	11	-48	1	3	-2
COc1ccccc1Nc1nc(-c2sc(N)nc2C)cs1	i	-14	x	31*	0	0	-11	2	x	-10
CC(C)CCNC(=O)c1ccc(C2SCC(=O)N2Cc2ccco2)cc1 (stereo unspecified)	i	10	9	1	4	-3	-15	5	1	-14
Cc1ccc(C(=O)Cn2nnc(-c3ccccc3)n2)cc1	i	-39	-92*	0	0	3	-47	2	6	10
COc1ccc(CC(=O)Nc2ccc(N3CCN(c4ccc(OC)cc4)CC3)c(C#N)c2)cc1	i	-23	21	7	-1	-3	3	5	1	13
O=c1[nH]c2ccccc2n1Cc1ccc(Cl)cc1	i	-4	18	5	-2	4	18	-1	0	-2
CCOc1ccc(C(=O)COC(=O)c2ccc(-n3cnnn3)cc2)cc1	i	-9	12	-3	-4	-8	-11	10	2	36
O=C(c1ccccc1)c1n[nH]c(-c2ccccc2)cc1=O	i	0	17	-5	-2	0	-3	-4	4	7
O=C(NCc1ccccn1)C1COc2ccccc2O1 (stereo unspecified)	i	-2	21	9	-5	5	1	1	0	0
CCOc1ccc(CNC(=O)Nc2ccccc2)cc1	i	-85	-39	-3	-1	2	-103	2	0	16

All compounds of this part (from the top)
SMILES	PolyA inh	KLF5 inhibitor	AI-2 QS modul	HSP90 inh	GSK3A inh	IEC-6 tox	aSyn UTR inh	HSF1 inhib	GSK3B inh	HSF-1 act
COC(C[C@H]1O[C@@H]1C(=O)[C@H](C)OCc1ccccc1)OC	i	x	23	x	-22	x	-22	2	0	-8
O=C(CSc1ncccn1)NC1CCCc2ccccc21 (stereo unspecified)	i	-15	24	-2	2	-2	-8	-1	3	-5
CCCC(=Nc1ccccc1OC)C1=C(O)CC(c2ccccc2)CC1=O (stereo unspecified)	i	1	5	4	-2	10	18	1	0	3
Cc1cccc(CC(=O)Nc2ccc(C(=O)N3CCCCC3)cc2)c1	i	-21	10	-3	-5	3	-21	-3	2	2
COc1ccc(Cl)cc1NC(=O)c1[nH]nc(OC)c1[N+](=O)[O-]	i	9	26	-1	10	11	-48	1	3	-2
COc1ccccc1Nc1nc(-c2sc(N)nc2C)cs1	i	-14	x	31*	0	0	-11	2	x	-10
CC(C)CCNC(=O)c1ccc(C2SCC(=O)N2Cc2ccco2)cc1 (stereo unspecified)	i	10	9	1	4	-3	-15	5	1	-14
Cc1ccc(C(=O)Cn2nnc(-c3ccccc3)n2)cc1	i	-39	-92*	0	0	3	-47	2	6	10
COc1ccc(CC(=O)Nc2ccc(N3CCN(c4ccc(OC)cc4)CC3)c(C#N)c2)cc1	i	-23	21	7	-1	-3	3	5	1	13
O=c1[nH]c2ccccc2n1Cc1ccc(Cl)cc1	i	-4	18	5	-2	4	18	-1	0	-2
CCOc1ccc(C(=O)COC(=O)c2ccc(-n3cnnn3)cc2)cc1	i	-9	12	-3	-4	-8	-11	10	2	36
O=C(c1ccccc1)c1n[nH]c(-c2ccccc2)cc1=O	i	0	17	-5	-2	0	-3	-4	4	7
O=C(NCc1ccccn1)C1COc2ccccc2O1 (stereo unspecified)	i	-2	21	9	-5	5	1	1	0	0
CCOc1ccc(CNC(=O)Nc2ccccc2)cc1	i	-85	-39	-3	-1	2	-103	2	0	16
O=C(Cc1cccs1)NCc1ccc2c(c1)OCO2	i	-63	23	0	-2	-2	-65	6	-1	18
CCOC(=O)C(C)Sc1nc(=O)n2cc(C)ccc2n1 (stereo unspecified)	i	-35	20	-1	0	1	2	-34	-1	-46
COC(=O)CSC1=C(C#N)C(=O)NC(c2ccccc2)S1 (stereo unspecified)	i	-31	28	2	6	6	30	-8	-2	-16
COC(=O)COc1cccc2c(=O)n(CC(=O)NCc3ccccc3)ccc12	i	58	18	-1	0	16	-24	-8	-2	-15
CC(=O)NC(CCCNC(=S)NC1CCCCC1)C(=O)O (stereo unspecified)	i	-20	4	-1	0	3	-12	-6	2	1
COc1ccc(NC(=O)Nc2nc(C)cc(C)n2)c(OC)c1	i	-22	17	-4	-2	8	-16	-2	0	-10

An excerpt from above with just HSF1 inhib, IEC-6 tox and aSyn UTR inh.
SMILES	HSF1 inhib	IEC-6 tox	aSyn UTR inh
O=C(CSc1ncccn1)NC1CCCc2ccccc21 (stereo unspecified)	-1	-2	-8
CCCC(=Nc1ccccc1OC)C1=C(O)CC(c2ccccc2)CC1=O (stereo unspecified)	1	10	18

The listing continues:
SMILES	PolyA inh	KLF5 inhibitor	AI-2 QS modul	HSP90 inh	GSK3A inh	IEC-6 tox	aSyn UTR inh	HSF1 inhib	GSK3B inh	HSF-1 act
O=C(CC(=O)Nc1ccc(F)cc1F)Nc1ccc(F)cc1F	i	-22	8	1	1	2	-5	1	1	7
COCC(=O)Nc1c(C(=O)Nc2cccc(OC)c2)oc2ccccc12	i	-22	21	1	6	0	-218	1	-2	10
CSc1ccccc1NC(=O)COc1ccccc1Cl	i	-33	1	3	-2	6	-65	11	0	0
Cc1csc(NC(=O)NC2(C(F)(F)F)Oc3ccccc3O2)n1	i	-5	19	3	0	7	-26	12	1	0
O=C(CC1OC(=O)c2ccccc21)NC1CCCCC1 (stereo unspecified)	i	-14	20	-2	-3	0	-10	-3	5	-7
C/C(=N\NC(=O)c1cc2ccccc2cc1O)c1ccc2c(c1)OCO2	i	6	5	0	0	-6	-14	-8	0	-7
O=C(Nc1cccc(F)c1)Nc1ccc2c(c1)C(=O)OC2	i	-2	18	8	1	2	-50	12	1	9
COc1ccc(NC(=O)c2cc3c(=O)n(C)c4ccccc4c3n2C)cc1OC	i	-8	1	-2	-1	7	-36	-2	-8	0
CC1(C)Cc2c(sc(NC(=O)c3ccccc3)c2C(=O)O)CO1	i	-37	34	9	-2	-1	-74	-8	4	2
O=S(=O)(c1ccc2ccccc2c1)N1CCN(C(=S)Nc2ccc(F)c(Cl)c2)CC1	i	-26	9	1	-2	-8	16	18	0	49
CCOc1ccc(/C=C2\SC(=S)N(CC(=O)Nc3ccccn3)C2=O)cc1	i	-29	14	0	3	-2	-18	6	-3	10
CCSC(=O)N(CC)CC(=O)Nc1c(CC)cccc1CC	i	-24	-6	1	x	-1	-5	-6	0	-6
O=C(CCCn1nnnc1CN1CCOCC1)N1CCC(c2ccccc2Cl)C1 (stereo unspecified)	i	-1	1	8	-1	-2	-3	5	-1	10
CSc1ccc(CN2CCCC(N3CCN(c4ccccc4)CC3)C2)cc1 (stereo unspecified)	i	-11	13	-2	0	11	-5	2	3	-11
Clc1cc(NCc2ccccc2)ncn1	i	x	13	x	x	x	9	-5	1	-5
COc1ccc(-c2cccc(C3CC=CC4C3C(=O)N(Cc3ccccc3)C4c3ccc(OC)c(Cl)c3)c2)cc1 (stereo unspecified)	x	x	-11	x	-3	x	19	3	-24	-1
O=C(CCNc1ccc(F)cc1)c1ccco1	i	-40	2	0	4	-1	-8	24	-3	32
Cc1ccn2cc(-c3ccc(NS(=O)(=O)c4ccccc4)cc3)nc2c1	i	-38	34	-4	x	0	-44	9	-2	17
CCOc1ccc2oc(C(=O)OCC(=O)NC3CC3)c(C)c2c1	i	-20	18	0	0	-2	-24	-2	-3	-1
COCCOc1cc(NC(=O)CS(=O)(=O)CC(=O)N(C)C)c(Cl)cc1Cl	i	-3	17	1	-1	-10	-23	1	1	-14
Cc1cc(Nc2cccc(F)c2)nc(-c2ccccc2O)n1	i	-10	2	-2	-1	2	-5	1	1	13
CCc1nnc(NS(=O)(=O)c2ccc(N)cc2)s1	i	-23	-69	-4	-3	2	-4	-5	3	-3
CSCCC(NC(=O)C12CC3CC(CC(C3)C1)C2)C(=O)OCC(=O)c1ccc(Cl)cc1 (stereo unspecified)	i	17	5	0	1	-1	2	-1	-2	9
Cc1cccc(C(C)(C)C)c1OCCN1CCCC1	i	-8	11	2	-1	-7	-18	-3	0	-1
CCCN(CCC)CCNC(=O)C1c2ccccc2C(=O)N(CCOC)C1c1ccc(F)cc1 (stereo unspecified)	i	-5	1	5	-2	2	12	-1	1	11
CC(=O)c1ccc(NC(=O)C(C)Nc2ccc(Cl)cc2)cc1 (stereo unspecified)	i	-14	28	0	0	-12	1	1	-3	-4

From PubChem
